# rCAG RNA binder: binders of r(CAG) RNA repeats, primary screen, biochemical, fluorescence. r(CAG) RNA repeat, TO-PRO-1 dye displacement fluorescence. hit rate 1.3% among 370,000. inhibition, % at 3 µM;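 active means inhibition above the plate cutoff, the mean of all test compounds on that plate plus 3 SD, cut at about 35% in these data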;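 further: 0% = DMSO alone and 100% = 100 µM mitoxantrone as full dye displacement; higher means more dye released from RNA so lower well fluorescence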
# mABHD4 FP: ABHD4 inhibitors, primary screen, biochemical, fluorescence polarization, mouse; (Lyso)-N-acylphosphatidylethanolamine lipase (Mus musculus), Q8VD66; purified mABHD4, FP-Rh probe fluorescence polarization; inhibition, % at 8.92 µM; hit rate 0.54% among 370,000;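 active means inhibition exceeding the mean over every tested compound plus 3 SD, cut at about 30% in these data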;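 further: 0% = plate median of compound wells and 100% = S159A mutant with DMSO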
#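 Material: mouse ABHD4 enzyme, wild type; Benchmarks: S159A mutant high control, sample median low control; Buffer or medium: HEPES pH 7.0, NaCl, Pluronic buffer; Signal: fluorescence polarization; Read-out: percent inhibition of probe binding, normalized to plate controls; Timing: pre-incubation 45 min, probe exposure 60 min, at 25 °C; Dosing: 8.92 µM, single dose.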
# NPR1 activator: GC-A stimulated cGMP production enhancers – HEK293 GC-A cells, cGMP TR-FRET, EC30 ANP, primary screen; 0% at EC30 ANP, 100% saturating ANP; Atrial natriuretic peptide receptor 1 (Homo sapiens), P16066; hit rate 0.14% among 370,000; AID 1671463, 2021; activation, % at 10 µM; in the data active means activation above about 40%
# MBD2 inh: inhibitors of MBD2 binding to methylated DNA, primary screen, biochemical, TR-FRET, DNA-binding domain, human; inhibition, % at 4.4 µM; MBD2 binding to methylated oligonucleotide; hit rate 0.31% among 370,000; in the data active means inhibition above about 13%
# GC-B act: human GC-B receptor activators, primary screen, HEK293 GC-B cells, cGMP TR-FRET, EC30 CNP. activation, % at 10 µM. Atrial natriuretic peptide receptor 2 (Homo sapiens), P20594. 0% at EC30 CNP, 100% saturating CNP. AID 1920062, 2024. hit rate 0.11% among 370,000;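 active means activation at 10 µM reaching about 35% in either raw or pattern-adjusted values, limit read from the data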
# HTRA1 inh: HTRA1 serine protease inhibitors, primary screen, biochemical, fluorescence polarization, HTS | recombinant HTRA1, FP-rhodamine activity-based probe | inhibition, % at 5.96 µM | hit rate 0.5% among 340,000 | AID 504803, 2011; in the data active means inhibition above about 36%;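 further: 0% = enzyme with DMSO and 100% = wells lacking enzyme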
# UHRF1 MBD2 ctr: UHRF1 methylated DNA binding inhibitors, primary screen, counter-screen for MBD2 inhibitor project, biochemical, TR-FRET, human UHRF1, single concentration | inhibition, % at 4.4 µM | UHRF1 binding to methylated oligo | hit rate 0.75% among 370,000; in the data active means inhibition above about 21%;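 further: UHRF1 SRA domain binding a hemimethylated CpG hairpin DNA probe; 0% = median of test compound wells and 100% = reference inhibitor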
# TCR CD3 inh: inhibitors of human TCR-CD3 interaction, primary screen, biochemical, fluorescence, TAMRA-labeled TCR probe | hit rate 0.37% among 360,000 | T-cell receptor (TCR) | inhibition, % at 9.4 µM; in the data active means inhibition above about 19%;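 further: recombinant mutant TCR 2C K166C tagged with TAMRA read by polarization; 0% = receptor in buffer alone and 100% = receptor with positive control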
# SIAE primary: human SIAE inhibitors, primary screen, biochemical, fluorescence polarization, FP-Rh probe, 1536-well HTS. SIAE FP-Rh probe binding. inhibition, % at 9.66 µM. hit rate 0.69% among 370,000;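 active means inhibition above a cutoff: mean of compounds within the control limits plus 3 SD of those, cut at about 17% in these data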;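 further: 0% = plate median of compound wells and 100% = probe without SIAE protein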
# Target sequence (Q9HAT2 whole entry, looked up): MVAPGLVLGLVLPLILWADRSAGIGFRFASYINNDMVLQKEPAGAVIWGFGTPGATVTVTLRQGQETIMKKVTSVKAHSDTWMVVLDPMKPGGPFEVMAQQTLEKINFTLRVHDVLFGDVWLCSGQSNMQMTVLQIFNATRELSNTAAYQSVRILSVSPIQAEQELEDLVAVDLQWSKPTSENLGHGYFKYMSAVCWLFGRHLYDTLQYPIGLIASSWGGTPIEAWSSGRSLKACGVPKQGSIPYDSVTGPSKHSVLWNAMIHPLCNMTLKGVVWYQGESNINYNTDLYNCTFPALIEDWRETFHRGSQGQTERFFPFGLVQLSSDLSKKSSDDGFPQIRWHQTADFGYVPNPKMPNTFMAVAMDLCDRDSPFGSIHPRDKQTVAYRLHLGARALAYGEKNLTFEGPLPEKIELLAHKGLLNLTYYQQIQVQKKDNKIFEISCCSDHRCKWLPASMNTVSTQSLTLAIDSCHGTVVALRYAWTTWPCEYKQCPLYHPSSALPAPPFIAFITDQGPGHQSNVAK
# PRMT1 inh: PRMT1 methyltransferase inhibitors, primary screen, biochemical, fluorescence polarization; inhibition, % at 2.79 µM; hit rate 1.3% among 370,000; AID 652257, 2013; recombinant PRMT1, activity-based probe fluorescence polarization; Protein arginine N-methyltransferase 1 (Homo sapiens), Q99873;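 active means inhibition above about 21% made by adding two undisclosed values, limit read from the data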
# Target sequence (Q99873 whole entry, looked up): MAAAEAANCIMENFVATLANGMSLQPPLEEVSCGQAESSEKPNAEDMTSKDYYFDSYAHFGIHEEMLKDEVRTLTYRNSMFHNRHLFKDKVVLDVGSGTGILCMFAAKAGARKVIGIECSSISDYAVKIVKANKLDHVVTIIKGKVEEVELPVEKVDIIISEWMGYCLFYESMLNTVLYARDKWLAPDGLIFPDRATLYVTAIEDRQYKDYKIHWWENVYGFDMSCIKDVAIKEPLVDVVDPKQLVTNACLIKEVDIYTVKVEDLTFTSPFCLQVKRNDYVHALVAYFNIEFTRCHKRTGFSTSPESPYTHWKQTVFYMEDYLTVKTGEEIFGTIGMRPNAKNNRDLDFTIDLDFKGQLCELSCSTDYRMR
# An asterisk follows results filed as active; · = not tested or not shown; & = joins results of further samples.
SMILES	rCAG RNA binder	mABHD4 FP	NPR1 activator	MBD2 inh	GC-B act	HTRA1 inh	UHRF1 MBD2 ctr	TCR CD3 inh	SIAE primary	PRMT1 inh
O=C(NCCS(=O)(=O)N1CCN(Cc2ccccc2)CC1)c1ccccc1	-3	-8	-2	2	3	-7	4	-9	4	-5
Cc1ccc(CN2C(=O)c3ccccc3NC23CCN(Cc2ccccc2)CC3)cc1	-3	3	·	2	·	-42	0	-2	-2	1
COc1ccc(CNC(=O)c2cccc(S(=O)(=O)N3CCN(C)CC3)c2)cc1	1	10	-2	1	-2	·	0	-6	4	0
Fc1ccc2nc(C3CCN(Cc4nc(CC5CC5)no4)CC3)[nH]c2c1	-4	1	1	1	0	0	0	3	1	-4
COc1ccc2nc(SCC(=O)Nc3ccc(S(=O)(=O)Nc4nccc(C)n4)cc3)[nH]c2c1	14	2	2	1	1	-7	-4	1	2	0
Cc1ccc(Nc2nc(N)nc(COC(=O)c3ccc(Br)o3)n2)cc1	6	-11	-2	-4	-1	-21	-3	6	-1	-3
CCCOc1ccc(S(=O)(=O)n2cc(F)c(=O)[nH]c2=O)cc1	9	-13	4	2	0	-4	3	-1	-2	4
CC(Sc1n[nH]c(-c2ccccc2F)n1)C(=O)Nc1ccc(S(N)(=O)=O)cc1 (centres undefined)	5	-1	4	5	-1	8	-4	11	-2	-4
N=c1sccn1CC(=O)Nc1ccc(SC(F)F)cc1	4	-1	14	3	-1	5	10	12	4	20
Cc1ccc(NC(=S)NCC23C=CC(O2)C2C(=O)N(c4ccc(C)cc4)C(=O)C23)cc1 (centres undefined)	3	-13	5	3	1	-14	7	-6	-5	91*
CCCOc1ccccc1NC(=O)/C=C/c1ccc(OC)c(S(=O)(=O)N2CCOCC2)c1	4	-7	3	-10	9	-12	-3	-1	-9	-3
CCCCCNc1ncnc2c(C)[nH]nc12	1	7	7	10	3	·	-1	-2	2	6
CC(=O)c1ccc(Nc2c3c(nc4ccccc24)CCCC3)cc1	-4	-6	19	5	-1	-17	10	5	-3	-6
Cc1ccc(S(=O)(=O)NCCC(=O)OCn2nnc3ccccc3c2=O)cc1	-1	7	2	-2	1	-2	0	1	5	0
COc1ccc(C2C(C(C)=O)=C(O)C(=O)N2CCc2c[nH]c3ccccc23)cc1OC (centres undefined)	13	2	-3	-9	-2	2	-8	-3	3	3
CC(C(=O)N(C)C1CCS(=O)(=O)C1)N1C(=O)/C(=C/c2ccc(F)cc2)SC1=S (centres undefined)	4	-17	-4	-9	4	-4	-1	1	0	1
CC1(CCc2ccc(O)cc2)NC(=O)NC1=O (centres undefined)	3	4	1	-5	7	5	0	4	3	-1
O=C(NCCSC1CCCCC1)c1ccccc1	-2	0	-1	-2	5	-1	2	-2	5	3
O=C(CCN1C(=O)/C(=C/c2ccc3c(c2)OCO3)SC1=S)Nc1cccc(C(=O)O)c1	10	-7	7	-3	8	4	-3	3	11	-3
CSc1nc(-c2ccc(Cl)cc2)nc(N)c1C#N	2	-2	2	-2	0	·	6	2	-3	0

# Quoted from the listing.
# SIAE primary result of COc1ccc2nc(SCC(=O)Nc3ccc(S(=O)(=O)Nc4nccc(C)n4)cc3)[nH]c2c1 : 2
# rCAG RNA binder result of O=C(NCCS(=O)(=O)N1CCN(Cc2ccccc2)CC1)c1ccccc1 : -3

# (list continues)
SMILES	rCAG RNA binder	mABHD4 FP	NPR1 activator	MBD2 inh	GC-B act	HTRA1 inh	UHRF1 MBD2 ctr	TCR CD3 inh	SIAE primary	PRMT1 inh
CCN1CCN(C(=O)CCn2c(=O)c3cccn3c3cccnc32)CC1	-4	-10	2	-5	0	6	-3	0	-2	-4
O=C(Nc1cccc(F)c1)O[C@@H]1CC[C@@]23CCCN2C(=O)CCC[C@H]3C1	·	0	0	-5	0	·	-4	·	0	-4
CCOc1ccc(CCNC(=O)CS(=O)Cc2nc(-c3ccccc3Cl)oc2C)cc1OCC (centres undefined)	-4	9	-3	-1	-3	3	0	-5	6	0
CCN(C(=O)C(C)N1C(=O)/C(=C/c2ccco2)SC1=S)C1CCS(=O)(=O)C1 (centres undefined)	33	21	5	-2	4	23	31*	2	2	26*
CCN(CC(=O)Nc1c(F)cccc1F)C(=O)CN(C)S(=O)(=O)c1ccc(F)cc1	1	3	-2	-1	-2	-3	0	-3	-1	-2
Cc1nc2c(-c3ccc(Cl)cc3)c(C)[nH]n2c(=O)c1Cc1ccccc1	10	-14	27	6	24	2	2	1	-2	0
O=C(OCCN1C(=O)c2ccccc2C1=O)C1CC(O)CN1S(=O)(=O)c1ccc(Cl)cc1 (centres undefined)	1	8	3	-1	0	-3	0	-7	-1	0
Cn1c(=O)oc2cc(S(=O)(=O)N3CCc4ccccc43)ccc21	-6	4	-4	1	-3	-2	2	-6	-3	0
N#C/C=C1\n2c(nc3ccccc32)OC12CCCCC2	-4	5	0	-7	1	3	-1	-6	9	0
COc1ccccc1NS(=O)(=O)c1cc(NC(=O)CNC(=O)c2ccccc2)ccc1C	10	-12	-2	3	-3	-16	3	3	-8	-4
Cc1ccc(S(=O)(=O)NNC(=S)NCCc2ccccc2)cc1	5	-1	-5	2	1	-5	3	-7	0	2
CCOc1ccc(NC(=O)CSc2nnc(-c3ccccn3)n2N)cc1	-1	-1	-2	-7	-4	3	-1	-8	2	1
COc1ccc(C(=O)NC(=S)N2CCCCC2)cc1	-3	0	2	1	-4	0	1	-7	0	0
O=C1C(Cl)=C(NCCN2CCOCC2)C(=O)c2ccccc21	0	1	1	-21	-5	6	-20	0	9	-3
COC(=O)C1=C[C@@H](C(=O)OC)C2C3=C(C(=O)C24CCCCC4)[C@H](C)n2c(=O)n(-c4ccccc4)c(=O)n2[C@@H]3C1 (some centres undefined)	-4	-2	0	-3	-3	-4	-3	8	-11	-1
COc1cc(NC(=O)c2cccs2)c(C(=O)OCC(=O)NC(=O)NCc2ccccc2)cc1OC	4	-1	2	5	-3	-10	0	-7	-19	2
CC(C)c1c(C(=O)N/N=C/C=C/c2ccccc2)nnn1-c1nonc1N	-1	-1	-7	1	3	-5	-4	-11	-13	-2
O=C(C1CCCN1S(=O)(=O)c1ccc([N+](=O)[O-])cc1)N1CCN(c2ccccc2)CC1 (centres undefined)	4	-3	-2	6	-2	·	1	·	-2	3
O=C(O)c1ccc(-n2nnnc2SCc2cccc(Br)c2)cc1	10	-11	0	-2	-2	-4	-2	-6	1	6
CCCC(=O)Nc1cc2c3c(c1)CCN3C(=O)CC2	-1	-8	3	-2	2	-3	-1	12	-1	0
Cc1c(C(=O)C(=O)N2CCCc3ccccc32)c2ccccc2n1C	-1	-3	-4	1	4	1	-5	4	-7	-2
c1ccc(-c2nc(-c3cccs3)[nH]c2-c2ccccc2)cc1	0	-1	-14	2	-3	-4	2	-3	2	2
COC(=O)C1=C(C)N(CC2CC2)C(=O)N[C@H]1c1ccccc1	2	5	6	-1	8	1	0	7	5	-3
Cc1cc(C)n(CC(=O)n2c3ccccc3c3ccccc32)n1	1	1	3	1	-1	-2	-1	3	-2	0
COCCNC(C(=O)Nc1ccc(C)cc1[N+](=O)[O-])c1ccccc1 (centres undefined)	-4	3	3	2	-1	6	-2	10	4	-2
CCOc1c2ccc(C(=O)NCc3ccc4c(c3)OCO4)cc2nn1C	-1	6	1	-1	0	0	-2	3	2	0
Cc1[nH]cnc1CSCc1ccc(F)cc1	-3	2	1	-1	-2	-3	-1	-4	0	3
Cc1ccc2c(c1)C(=O)CC(O)(C(F)F)O2 (centres undefined)	-2	2	-5	-4	5	7	-1	0	4	0
COc1ccc(C[C@H]2CN3C(=NC[C@H]3C)N2CCNC(=O)CCC2CCCCC2)cc1	2	-7	-3	0	-5	-1	2	-3	1	0
CC(N)C12CC3CC(CC(C3)C1)C2 (centres undefined)	4&1	7&2	2&2	-2&3	0&-2	3&4	1&2	1&1	8&2	2&6
OC(COc1ccc(Cl)c2ccccc12)CN1CCN(c2ccccn2)CC1 (centres undefined)	-4	0	-1	1	-2	-25	14	6	-6	2
Fc1cccc(-n2ncc(-c3nnnn3-c3ccccc3)c2C(F)(F)F)c1	-3	-13	0	4	2	-8	4	0	-2	2
CCC(Sc1nccn1C)C(=O)Nc1cccc2ccccc12 (centres undefined)	-2	-1	-3	-3	-2	4	-2	3	2	-2
C=CCC1=C/C(=C\c2c(N)n3nc(CC(=O)N4CCCC4)sc3nc2=O)C=C(OC)C1=O	18	8	-2	-3	-9	2	3	2	4	0
CCN(C(=O)COc1cccc(-n2cnnn2)c1)C1CCS(=O)(=O)C1 (centres undefined)	4	3	1	0	-2	3	-1	1	-1	-3
S=C1NC2(CCCCC2)NN1c1ccccc1	-1	7	1	-2	-1	1	1	2	4	4
CN(CC(=O)Nc1ccc(OC(F)(F)F)cc1)C(=O)C1CCC1	-1	-6	3	1	-3	7	14	-5	2	6
COc1cc(CC(=O)OCC(=O)Nc2cc([N+](=O)[O-])ccc2F)cc(OC)c1OC	-4	4	1	-2	-7	-1	1	1	-1	-3
O=C(NCCN1C(=O)S/C(=C\c2cccs2)C1=O)[C@H](Cc1ccccc1)N1C(=O)c2ccccc2C1=O	5	0	-20	3	-12	·	5	2	0	-1
CCC(CC)c1nnc(NC(=O)C2CC(=O)N(CCc3ccc(F)cc3)C2)s1 (centres undefined)	-6	2	3	-3	-3	-7	-4	5	-6	8
O=C(c1ccco1)N1CCN(C(=O)c2ccccc2NS(=O)(=O)c2ccc(F)cc2)CC1	6	6	0	-1	-8	4	-1	11	-6	-3
COc1ccc(C(=O)O/N=C(\N)c2cccc(C)c2)cc1OC	5	-2	-1	2	-6	-20	-3	4	-2	0
Cc1ccnc(NC(=O)CCC(=O)N(CC(=O)NCc2ccccc2)c2ccc3c(c2)OCO3)c1	0	0	-7	0	2	-1	15	-1	-1	0
CCC(CC)C(=O)Nc1nnc(-c2cccs2)s1	-5	1	3	2	-3	-6	0	-4	-2	0
COc1ccccc1N(C)S(=O)(=O)c1ccc(C(=O)OCC(N)=O)cc1	-2	0	-2	2	2	4	-1	2	-6	-1
COc1cccc(CNC(=O)[C@@H]2CCCN2C(=O)[C@@H]2CCCN2)c1	0	8	1	1	-3	·	-1	-10	3	3
Cc1cccc(CNC(=O)Nc2nnc([C@@H]3C[C@H](O)[C@@H](CO)O3)s2)c1	3	-2	0	3	3	·	2	-3	0	1
Cc1ccc[n+](CC(=O)Nc2cccc(Cl)c2)c1	-1	6	9	-3	3	-2	-1	-13	-4	2
O=C(NCc1ccc2c(c1)OCO2)c1ccc(COc2cc(Cl)ccc2Cl)o1	5	-21	8	0	3	-66	-2	5	-22	4

# These rows are one share of the data; rates above refer to the full screens.
